RGS4-Gao reg: human RGS4-Galphao interaction regulation; P09471; Multiplexed bead flow cytometry, RGS4-Galphao binding; actives lie on both sides; binding response (% of control), % at 10 µM; actives 0.33% (n = 220,000); in the data active means binding response below about 49% or above about 150%; inactive means in between;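 further: fluorescent Galphao activated with aluminum fluoride binding bead-coupled RGS4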
Bim-Mcl-1: inhibitors of Bim-Mcl-1 interaction, human; Bead-based flow cytometry, Bim peptide-Mcl-1 binding; inhibition, % at 10 µM; actives 0.1% (n = 190,000);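 further: 0% = no compound tracer wells and 100% = peptide blocker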
Target sequence (Q07820 whole entry, looked up): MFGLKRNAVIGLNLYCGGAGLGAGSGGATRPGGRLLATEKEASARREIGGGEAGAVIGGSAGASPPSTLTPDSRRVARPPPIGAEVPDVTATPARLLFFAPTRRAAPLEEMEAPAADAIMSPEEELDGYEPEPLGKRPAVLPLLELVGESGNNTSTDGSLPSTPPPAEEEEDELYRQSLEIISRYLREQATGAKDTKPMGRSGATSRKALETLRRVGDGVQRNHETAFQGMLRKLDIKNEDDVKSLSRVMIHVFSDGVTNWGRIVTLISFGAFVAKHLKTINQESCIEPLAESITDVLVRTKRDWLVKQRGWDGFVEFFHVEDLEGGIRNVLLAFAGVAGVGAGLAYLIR
Bcl-B Bim block: inhibitors of Bim-Bcl-B interaction, human; Q9HD36; bead-based flow cytometry, Bim peptide-Bcl-B binding; inhibition, % at 10 µM; actives 0.073% (n = 190,000);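 further: 0% = tracer peptide without compound and 100% = reference inhibitor peptide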
Bim-Bfl-1: inhibitors of Bim-Bfl-1 interaction, human; Q16548; AID 1008; actives 0.12% (n = 190,000); Bead-based flow cytometry, Bim-Bfl-1 binding inhibition; inhibition, % at 10 µM;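 further: 0% = wells without compound plus tracer and 100% = blocker peptide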
GSH fluor: GSH bead compound fluorescence profile | GSH beads flow cytometry, compound fluorescence 488/530 nm; active compounds read high | fluorescence (KMESF) at 10 µM | actives 0.25% (n = 190,000); in the data active means fluorescence above about 89;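 further: glutathione beads carrying GST-tagged Bcl family fusion proteins plus one bare bead set; values are compound well signal with DMSO vehicle wells as background; inactives centre near 16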
Bim-Bcl-XL: inhibitors of Bim-Bcl-XL interaction, human. actives 0.04% (n = 190,000). Bim peptide-Bcl-XL binding, bead flow cytometry, fluorescence. inhibition, % at 10 µM
Target sequence (Q07817 whole entry, looked up): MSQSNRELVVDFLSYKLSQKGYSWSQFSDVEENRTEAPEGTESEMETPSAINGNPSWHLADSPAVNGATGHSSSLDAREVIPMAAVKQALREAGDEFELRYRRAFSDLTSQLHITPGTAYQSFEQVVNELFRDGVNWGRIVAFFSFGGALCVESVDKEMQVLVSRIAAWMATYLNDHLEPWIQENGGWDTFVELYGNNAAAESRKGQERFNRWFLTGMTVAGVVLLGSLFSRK
RGS7-Gao reg: human RGS7-Galphao interaction regulation; Multiplexed bead flow cytometry, RGS7-Galphao binding; actives lie on both sides; P09471; binding response (% of control), % at 10 µM; AID 1439; actives 0.35% (n = 220,000); in the data active means binding response below about 49% or above about 150%; inconclusive means no clear call, values can overlap the other calls; inactive means in between;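 further: fluorescent Galphao held in activated GDP-AlF4 state binding bead-coupled RGS7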
RGS8-Gao reg: regulators of human RGS8-Galphao interaction; multiplexed bead flow cytometry, RGS8-Galphao binding; actives lie on both sides; response (percent of control binding), % at 10 µM; P09471; actives 0.34% (n = 220,000); in the data active means response below about 60% or above about 140%; inactive means in between;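 further: Galphao activated as the GDP aluminium fluoride complex binding bead-coupled RGS8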
Bcl-W Bim block: human Bim-Bcl-W interaction inhibition; bead-based flow cytometry, Bim peptide-Bcl-W binding; actives 0.02% (n = 190,000); inhibition, % at 10 µM; AID 952; Q92843;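 further: 0% = bound tracer without compound and 100% = peptide blocker; higher means less fluorescent Bim peptide bound to Bcl-W beads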
Target sequence (Q92843 whole entry, looked up): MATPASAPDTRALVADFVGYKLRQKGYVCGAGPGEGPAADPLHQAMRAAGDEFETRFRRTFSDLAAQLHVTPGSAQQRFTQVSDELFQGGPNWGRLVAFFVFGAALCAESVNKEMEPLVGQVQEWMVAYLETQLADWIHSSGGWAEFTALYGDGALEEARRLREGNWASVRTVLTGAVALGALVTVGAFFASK
Mcl1-Bid inh: disrupts binding of human Mcl-1 to Bid peptide | Q07820 | inhibition, % at 21.7 µM | AID 1021 | TR-FRET Mcl-1/Bid-Dy647 peptide binding, 1536-well | actives 0.97% (n = 220,000);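 active means compounds that cut the binding signal by more than half at the single screening dose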;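 further: His-tagged Mcl-1 with europium anti-His antibody binding Bid BH3 peptide; 0% = Mcl-1 plus peptide wells and 100% = peptide-only wells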
Bim-Bcl-2: disrupts Bim peptide binding to human Bcl-2; P10415; Bead-based flow cytometry, Bim peptide-Bcl-2 binding; inhibition, % at 10 µM; actives 0.06% (n = 190,000); AID 950; in the data active means inhibition above about 40%; inconclusive means no clear call, values can overlap the other calls;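 further: 0% = no compound wells with probe peptide and 100% = reference peptide inhibitor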
Target sequence (P10415 whole entry, looked up): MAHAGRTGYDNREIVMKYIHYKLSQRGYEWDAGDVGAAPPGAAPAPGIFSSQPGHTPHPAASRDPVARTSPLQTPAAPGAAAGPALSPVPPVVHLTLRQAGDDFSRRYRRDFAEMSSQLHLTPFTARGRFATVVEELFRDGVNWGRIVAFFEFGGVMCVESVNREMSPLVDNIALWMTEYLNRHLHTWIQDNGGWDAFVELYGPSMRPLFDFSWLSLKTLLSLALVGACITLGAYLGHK
Active calls of the source: *; ? = inconclusive; [ ] = another dose, or the depositor's remark. Unless noted, no stated cut-off is given here; in the data, active means inhibition above about 40%. Compounds were not picked by outcome. Share with any hit: about 1.8%.

SMILES	RGS4-Gao reg	Bim-Mcl-1	Bcl-B Bim block	Bim-Bfl-1	GSH fluor	Bim-Bcl-XL	RGS7-Gao reg	RGS8-Gao reg	Bcl-W Bim block	Mcl1-Bid inh	Bim-Bcl-2
CCOc1ccc(N2CC(C(=O)Nc3ccc(OC)c(S(=O)(=O)N4CCCCC4)c3)CC2=O)cc1 (configuration not stated)	98	0	-4	-5	17	-2	?	98	0	-2	-3
CCn1c(SCC(=O)Nc2cccc(C)c2)nc2c(c1=O)SC(C)C2 (configuration not stated)	98	0	-7	-8	26	-3	95	104	-2	-30	-7
C=CCc1ccccc1OCC(O)CN(CC)CC (configuration not stated)	126	1	-7	0	11	-1	114	113	-3	1	0
CC(C)(C)c1cnnn1-c1ccc(NC(=O)c2ccc3c(c2)OCO3)cc1	104	-3	-8	-17	23	-6	101	102	0	-20	-9
C#CCOCCOCCOCCNc1nc(N2CCN(C(=O)[C@H](CCCCN)n3cc(C(N)[C@H](C)CC)nn3)CC2)nc(N2CCN(C(=O)[C@H](CCC(=O)O)n3cc(C(N)[C@H](C)CC)nn3)CC2)n1 (some centres not stated)	98	2	-6	-2	21	0	98	102	0	75*	-1
CCN(CC)C(=O)N1CCC(NC(=O)c2ccccc2)CC1	98	-2	0	0	13	0	97	97	0	-10	1
COc1cccc(C(=O)Nc2c(F)cccc2F)c1	105	-2	-7	-8	22	-1	106	100	-3	-2	-2
COc1ccc(C(NC(N)=O)c2ccccc2)cc1 (configuration not stated)	100	1	1	-1	21	4	102	101	2	-35	-2
COc1ccc(-c2n[nH]c(C)c2-c2cc(OC)ccc2O)cc1	96	0	-7	-3	45	7	96	100	3	-34	-6
O=c1cc(CSc2nnc(COc3ccc(Cl)cc3)o2)c2ccccc2[nH]1	101	1	-8	-9	29	-5	98	100	0	9	-9
O=C(O)CSc1nnc(COc2ccc([N+](=O)[O-])cc2)n1-c1ccccc1	105	-2	-4	5	10	-2	102	102	0	-15	1
CSc1nc(NCc2ccco2)c2c3c(sc2n1)CN(C)CC3	104	2	16	8	13	0	93	94	4	9	2
O=C1Nc2ccccc2N=C(c2ccccc2)C1Br (configuration not stated)	103	4	-3	15	8	6	99	101	6	24	4
CCOc1cc(C(=O)OCC(=O)Nc2cc(C)on2)cc(OCC)c1OCC	104	-1	-4	-12	17	-5	108	103	1	-16	-3
CNC(=S)NNC(=O)CCn1nc(C)c(Br)c1C	102	0	-13	-13	44	-13	102	102	-3	-32	-9
COc1cccc(CNc2ccc(C(=O)O)cc2)c1OCc1ccccc1	104	-3	-4	-4	14	-3	103	103	-2	-50	-5
Cc1ccc(S(=O)(=O)NCC(=O)OCC(=O)c2ccc(Br)s2)cc1	100	1	-11	-11	43	-1	96	101	0	-3	-5
Cc1ccc(CCNC(=O)c2coc3nc4ccccc4nc23)cc1	103	-2	-8	3	13	0	103	98	0	-19	-1
Cc1cc(C)n2c(SCC#N)nnc2n1	110	-3	-8	-12	25	-4	109	105	0	-23	-9
COc1ccc(C)cc1S(=O)(=O)N1CCC(C(=O)N2CCN(C)CC2)CC1	93	-8	-7	-4	10	-7	99	115	-7	-12	-4
O=C(Nc1nccs1)C1CC(=O)N(c2ccc(Cl)cc2)C1 (configuration not stated)	107	-2	-6	-4	9	-4	109	109	-4	-3	-4
COc1ccc2[nH]c(O)c(NC(C)=O)c2c1	105	-3	-5	-4	15	-6	108	101	-2	-31	-3
COC(=O)C(NC(C)=O)(Nc1nc2c(C)cc(C)cc2s1)C(F)(F)F (configuration not stated)	103	3	-4	-6	11	0	101	101	5	-13	-9
O=C1OCCC1N1C(=O)c2ccccc2S1(=O)=O (configuration not stated)	84	0	0	0	7	-1	87	92	0	-27	-3
CCOC(=O)C1=C(C)NC(=O)NC1c1ccc(NC(C)=O)cc1 (configuration not stated)	105	0	-1	0	14	0	101	103	2	-15	0
CCCN1Cc2cccc(C(=O)N3CCN(c4ccccc4)CC3)c2C1=O	102	2	-3	-12	7	-6	102	100	3	-28	-3
CC(=O)Nc1cccc(NC(=O)CSc2ncc(-c3ccccc3)[nH]2)c1	98	0	-6	-7	15	-4	?	98	0	-32	-5
O=C(N/N=C/c1ccsc1)c1ccccn1	100	-1	-5	-4	16	-2	99	100	-1	-2	-2
CCOc1ccc2nc(SCc3ccccc3C#N)sc2c1	82	0	-11	-11	11	-3	99	92	0	10	-5
Cc1cc(NCc2ccccc2)n2ncnc2n1	95	-1	-1	-6	17	-3	95	99	-1	-20	-3

5 entries already listed, ordered by number of heavy atoms, rising.
SMILES	RGS4-Gao reg	Bim-Mcl-1	Bcl-B Bim block	Bim-Bfl-1	GSH fluor	Bim-Bcl-XL	RGS7-Gao reg	RGS8-Gao reg	Bcl-W Bim block	Mcl1-Bid inh	Bim-Bcl-2
Cc1cc(C)n2c(SCC#N)nnc2n1	110	-3	-8	-12	25	-4	109	105	0	-23	-9
COc1ccc2[nH]c(O)c(NC(C)=O)c2c1	105	-3	-5	-4	15	-6	108	101	-2	-31	-3
Cc1cc(NCc2ccccc2)n2ncnc2n1	95	-1	-1	-6	17	-3	95	99	-1	-20	-3
CCOc1ccc2nc(SCc3ccccc3C#N)sc2c1	82	0	-11	-11	11	-3	99	92	0	10	-5
COc1ccc(C)cc1S(=O)(=O)N1CCC(C(=O)N2CCN(C)CC2)CC1	93	-8	-7	-4	10	-7	99	115	-7	-12	-4

Of the compounds above, these have fluorine.
SMILES	RGS4-Gao reg	Bim-Mcl-1	Bcl-B Bim block	Bim-Bfl-1	GSH fluor	Bim-Bcl-XL	RGS7-Gao reg	RGS8-Gao reg	Bcl-W Bim block	Mcl1-Bid inh	Bim-Bcl-2
COc1cccc(C(=O)Nc2c(F)cccc2F)c1	105	-2	-7	-8	22	-1	106	100	-3	-2	-2
COC(=O)C(NC(C)=O)(Nc1nc2c(C)cc(C)cc2s1)C(F)(F)F (configuration not stated)	103	3	-4	-6	11	0	101	101	5	-13	-9

Following part.
SMILES	RGS4-Gao reg	Bim-Mcl-1	Bcl-B Bim block	Bim-Bfl-1	GSH fluor	Bim-Bcl-XL	RGS7-Gao reg	RGS8-Gao reg	Bcl-W Bim block	Mcl1-Bid inh	Bim-Bcl-2
COc1ccc(C[C@H]2CN3C(=NC[C@@H]3C(C)C)N2C[C@H](C)NC(=O)c2ccc(C)c(Br)c2)cc1	90	0	-4	0	19	3	96	95	0	3	0
CCOC(=O)c1cc2c(=O)n3ccccc3nc2n(CCCOC)c1=NC(=O)c1cccnc1	100	1	-3	-4	10	0	101	98	4	-8	2
CCOC(=O)c1sc2nc3c(cc2c1N)COC(C(C)C)C3 (configuration not stated)	105	0	3	-1	7	2	103	105	-1	-22	-2
N#CNC1=NCN(CCc2ccccc2)CN1	103	1	1	0	20	-3	103	96	1	-13	2
CCC(C)(NC(=O)c1ccc2c(c1)OCO2)C(=O)NC1CCCCC1 (configuration not stated)	98	1	0	-6	20	-1	105	99	0	-15	0
COc1ccc(C2SCCN2C(=S)Nc2cccc(Cl)c2)cc1 (configuration not stated)	92	-9	-13	-10	11	-10	92	96	-8	-41	-5
Cc1cc(N2CCOCC2)cc(C)[n+]1[O-]	104	-1	-3	-11	16	-3	102	104	1	1	-8
Cc1nnc(OCc2nc3ccccc3n2C)c2ccccc12	95	-6	-9	-20	36	-6	95	97	-4	-17	-8
CCNC(=O)CC1C(=O)N(c2ccc(OC)cc2)C(=O)N1Cc1ccc(OC)cc1 (configuration not stated)	106	1	-1	-2	24	0	108	102	0	-44	4
CCC(C)(C)n1nnnc1C(c1ccc(N(C)C)cc1)N1CCN(C2CCCCC2)CC1 (configuration not stated)	99	-3	-2	-2	18	-3	100	101	-2	-49	-4
CCn1c(CCNC(=O)c2ccc(C)cc2)nnc1SCc1ccc(Cl)c(Cl)c1	97	-5	-4	0	12	-8	101	99	-6	18	-5
O=c1c2ccccc2nc2n1CCCS2	108	-4	-7	-15	31	-11	106	106	-4	-16	-10
CCOC(=O)c1c(NC(=O)CSc2n[nH]c(-c3ccco3)n2)sc(C)c1C	105	-1	-11	-4	26	-7	102	105	-1	-11	-12
Cc1ccc(/C=C2/SC(=O)N(CC(=O)N3CCOCC3)C2=O)s1	90	0	-2	0	24	0	88	92	1	-34	1
COc1cccc(S(=O)(=O)NCc2ccc(C(=O)Nc3ccc(Cl)cc3)cc2)c1	102	-3	-7	-3	10	-4	104	103	-5	17	0

Full records, quoted from the list. Order of values: RGS4-Gao reg	Bim-Mcl-1	Bcl-B Bim block	Bim-Bfl-1	GSH fluor	Bim-Bcl-XL	RGS7-Gao reg	RGS8-Gao reg	Bcl-W Bim block	Mcl1-Bid inh	Bim-Bcl-2
N#CNC1=NCN(CCc2ccccc2)CN1 is listed with 103	1	1	0	20	-3	103	96	1	-13	2
COc1ccc(C2SCCN2C(=S)Nc2cccc(Cl)c2)cc1 (configuration not stated) is listed with 92	-9	-13	-10	11	-10	92	96	-8	-41	-5
CCOC(=O)c1sc2nc3c(cc2c1N)COC(C(C)C)C3 (configuration not stated) is listed with 105	0	3	-1	7	2	103	105	-1	-22	-2
O=c1c2ccccc2nc2n1CCCS2 is listed with 108	-4	-7	-15	31	-11	106	106	-4	-16	-10

Continuation:
SMILES	RGS4-Gao reg	Bim-Mcl-1	Bcl-B Bim block	Bim-Bfl-1	GSH fluor	Bim-Bcl-XL	RGS7-Gao reg	RGS8-Gao reg	Bcl-W Bim block	Mcl1-Bid inh	Bim-Bcl-2
CCCN1CCN(CCCNC(=O)CCNC(=O)Cn2ccc3ccccc3c2=O)CC1	104	-3	-4	-3	38	-1	105	142*[activator]	-4	-17	-4
CCOC(=O)c1cnc2ccc(C(=O)OC)cc2c1NCc1ccco1	102	-5	-11	-18	39	-13	99	98	-2	-13	-13
O=S(=O)(c1ccc(F)cc1)c1nc(-c2ccco2)oc1Nc1ccc(F)cc1	103	-5	-8	-8	15	-7	98	101	-3	-35	-8
c1ccc(SCc2nc3ccccc3[nH]2)nc1	97	-1	1	0	17	0	97	99	0	-15	3
Cn1c(NC(=O)C2c3ccccc3Oc3ccccc32)cc(=O)n(C)c1=O	102	-1	-2	-2	16	-6	105	101	-3	-6	0
CN(c1ccc(C(=O)Nc2ccccc2C(=O)N2CCOCC2)cc1)S(C)(=O)=O	84	-3	-7	-2	19	-7	86	73	-4	3	-6
C=CCn1c(-c2cccc(S(=O)(=O)N(CC)CC)c2)n[nH]c1=S	99	-2	-13	-1	15	-3	?	98	-5	-46	-4
CCN(C(=O)CSc1nnc2nc(C)cc(C)n12)c1ccccc1	98	-1	-2	-5	26	-6	103	98	-4	-22	-3
NC(CC(=O)OC1CCCCC1)C(=O)OC1CCCCC1 (configuration not stated)	97	0	0	-4	25	0	97	99	-1	7	-3
